# DSG3 Ab inh: blocks pemphigus antibody binding to human desmoglein-3. P32926. 310,000 compounds, 0.48% hits. binding (percent of control), % at 10 µM. DSG3-coupled beads, scFv-anti-DSG3-GFP binding, flow cytometry; active compounds read low;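 active = binding more than 3 SD below its plate's average and above zero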;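 note: hits lower antibody fragment binding to DSG3; some compounds called inactive have numbers as strong as hits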
# Target sequence (P32926 whole entry, looked up, the tested form may be a part): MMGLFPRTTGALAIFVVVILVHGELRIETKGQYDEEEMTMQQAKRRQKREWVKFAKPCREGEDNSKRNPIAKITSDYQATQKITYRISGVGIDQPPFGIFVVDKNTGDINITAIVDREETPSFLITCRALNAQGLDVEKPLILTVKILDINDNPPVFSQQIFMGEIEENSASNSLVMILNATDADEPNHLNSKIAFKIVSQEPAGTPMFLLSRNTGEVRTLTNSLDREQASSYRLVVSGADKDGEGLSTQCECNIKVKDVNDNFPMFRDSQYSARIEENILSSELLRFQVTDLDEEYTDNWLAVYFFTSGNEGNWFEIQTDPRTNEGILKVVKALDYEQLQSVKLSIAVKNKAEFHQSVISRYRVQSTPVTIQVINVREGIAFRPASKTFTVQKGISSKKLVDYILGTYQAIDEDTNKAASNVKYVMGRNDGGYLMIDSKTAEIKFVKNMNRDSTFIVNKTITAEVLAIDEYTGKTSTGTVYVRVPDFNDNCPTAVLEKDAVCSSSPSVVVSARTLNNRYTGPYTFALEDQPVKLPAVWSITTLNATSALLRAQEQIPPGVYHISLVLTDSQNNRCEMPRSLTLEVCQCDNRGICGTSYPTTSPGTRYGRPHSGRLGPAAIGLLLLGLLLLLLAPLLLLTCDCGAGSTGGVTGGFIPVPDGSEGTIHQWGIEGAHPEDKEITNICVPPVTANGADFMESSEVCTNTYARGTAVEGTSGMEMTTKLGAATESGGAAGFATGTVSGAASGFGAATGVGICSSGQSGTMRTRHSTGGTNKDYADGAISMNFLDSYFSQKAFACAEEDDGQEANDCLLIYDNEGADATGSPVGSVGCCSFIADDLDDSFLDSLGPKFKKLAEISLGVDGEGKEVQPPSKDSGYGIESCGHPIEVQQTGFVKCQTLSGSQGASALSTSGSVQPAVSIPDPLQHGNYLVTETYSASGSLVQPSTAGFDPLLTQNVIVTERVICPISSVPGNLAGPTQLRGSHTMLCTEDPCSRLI
# phage Ecoli inh: E. coli growth loss with phage present; 360,000 compounds, 0.26% hits; AID 651602; growth absorbance; inhibition, % at 11.9 µM; in the data active = inhibition above about 11%
# PKA-R1A act: activators of PKA-R1A complex | P00514+P68181 | activation, % at 11.4 µM | PKA-R1A dissociation, Cy5-IP20 fluorescence polarization; scaled: DMSO 0%, 113 µM cGMP 100% | 340,000 compounds, 0.083% hits;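 active = percent activation above the mean of all tested compounds plus 3 SD, cut at about 19% in these data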;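 note: higher means more PKAc released from R1A so a rise in polarization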
# * marks the source's active call; other numbers are inactive results. An excerpt. The share of hits here may be higher or lower than overall.
SMILES,DSG3 Ab inh,phage Ecoli inh,PKA-R1A act
C[C@@H]1CN([C@H](C)CO)S(=O)(=O)c2ccc(-c3ccc(C#N)cc3)cc2O[C@H]1CN(C)C(=O)Nc1cc(F)ccc1F,103,1.0,2
C[C@H]1CN([C@@H](C)CO)S(=O)(=O)c2ccc(Br)cc2O[C@@H]1CN(C)C(=O)Cc1cccnc1,109,7.4,-6
COC(=O)c1ccc2c(=O)n(CCN3CCOCC3)c(SCC(=O)Nc3ccccc3OC)nc2c1,101,-1.1,7
C[C@@H]1CN([C@@H](C)CO)C(=O)CCCn2nncc2CO[C@H]1CN(C)C(=O)c1ccncc1,104,3.2,6
CC1OC(=O)c2cc3ccccc3nc21 (stereo unspecified),102,1.9,3
COc1ccc(-c2c(C#N)cnc(C)c2C)c(O)c1OC,111,3.4,-8
Cc1ccc(S(=O)(=O)N2CCCCC2)cc1NC(=O)COC(=O)C1CC1,101,0.8,6
CC(C)CN(C(=O)C1=COCCO1)c1c(N)n(Cc2ccccc2)c(=O)[nH]c1=O,107,-1.0,2
CCCCN1C(=O)C(CC(=O)NC2CC2)CC(C(=O)N(C(C)C)C(C)C)=C1C (stereo unspecified),99,0.2,-5
C/C(CC(=O)Nc1ccc(N(C)C)cc1)=N\NC(=O)c1ccccc1Cl,103,2.6,8
O=S1(=O)CCN(C2CCCC2)CC1,107,1.1,-8
O=C(Nc1cc(S(=O)(=O)N2CCOCC2)ccc1OCC(F)(F)F)C1CCCC1,102,-0.4,-1
COCCCn1c(SCC(=O)N2CCCC2=O)nc2ccccc2c1=O,103,2.2,-9
COc1ccc(CN2C(=O)C(CC(=O)NC(c3ccccc3)c3ccccc3)CC(C(=O)N(C)C)=C2C)cc1 (stereo unspecified),102,2.4,-3
Cc1ccc2nc(COC(=O)c3cccnc3Cl)cc(=O)n2c1,111,2.1,5
C[C@@H]1CN([C@H](C)CO)S(=O)(=O)c2ccc(Br)cc2O[C@H]1CN(C)S(C)(=O)=O,105,4.2,2
Cc1ccc(S(=O)(=O)NN=C2CCCc3ccccc32)cc1,99,3.0,2
CCN(Cc1ccccc1)N=Nc1ccccc1,104,1.3,14
CN(CC(=O)NC(=O)NC1CCCCC1)CC(=O)Nc1ccccc1C(F)(F)F,102,2.2,-10
CC(OC(=O)[C@H](C)N=C1NS(=O)(=O)c2ccccc21)C(=O)Nc1ccc(F)c(F)c1F (stereo partly specified),99,4.2,9
COCOCCn1cc(CN2CCS(=O)(=O)N(Cc3ccc(-c4ccc(Cl)c(Cl)c4)cc3)C(C(C)C)C2=O)nn1 (stereo unspecified),98,0.7,-2
Cc1ccc(OC(C)C(=O)Nc2cccc(S(=O)(=O)N3CCCCCC3)c2)cc1 (stereo unspecified),103,1.8,-13
COc1ccccc1CN1CCNC(=O)C1CC(=O)NCCCN1CCOCC1 (stereo unspecified),97,3.0,8
CC1=CC(C)(C(Cl)(Cl)Cl)C(C)=CC1=NO (stereo unspecified),105,-0.1,14
CCN(CC(=O)Nc1c(F)cccc1F)C(=O)CCCN1C(=O)c2ccccc2C1=O,106,1.2,1
Cc1nc(SCC(=O)c2cc(C)n(C3CC3)c2C)c2ccccc2n1,103,-0.2,5
Cc1ccc(C(=O)OCC(=O)NCc2ccccc2)s1,96,2.0,4
CCc1noc(C)c1C(=O)NCCN1C(=O)S/C(=C\c2ccccc2F)C1=O,103,1.4,-4
O=C(CCN1CCN(Cc2ccccc2)CC1)NNC(=O)c1ccc(Cl)c(Cl)c1,99,3.4,-2
CC(C)C1C(=O)N(Cc2cn(CC3CCCCC3)nn2)CCS(=O)(=O)N1Cc1ccc(-c2ccc(Cl)nc2)cc1 (stereo unspecified),106,-0.6,-4

# Reformatted with two lines to a compound: entries from further up
# The line under a structure holds: DSG3 Ab inh, phage Ecoli inh, PKA-R1A act
COc1ccc(-c2c(C#N)cnc(C)c2C)c(O)c1OC
 : 111, 3.4, -8
Cc1ccc(S(=O)(=O)N2CCCCC2)cc1NC(=O)COC(=O)C1CC1
 : 101, 0.8, 6
CC(C)CN(C(=O)C1=COCCO1)c1c(N)n(Cc2ccccc2)c(=O)[nH]c1=O
 : 107, -1.0, 2
CCCCN1C(=O)C(CC(=O)NC2CC2)CC(C(=O)N(C(C)C)C(C)C)=C1C (stereo unspecified)
 : 99, 0.2, -5
C/C(CC(=O)Nc1ccc(N(C)C)cc1)=N\NC(=O)c1ccccc1Cl
 : 103, 2.6, 8
O=S1(=O)CCN(C2CCCC2)CC1
 : 107, 1.1, -8
O=C(Nc1cc(S(=O)(=O)N2CCOCC2)ccc1OCC(F)(F)F)C1CCCC1
 : 102, -0.4, -1
COCCCn1c(SCC(=O)N2CCCC2=O)nc2ccccc2c1=O
 : 103, 2.2, -9
COc1ccc(CN2C(=O)C(CC(=O)NC(c3ccccc3)c3ccccc3)CC(C(=O)N(C)C)=C2C)cc1 (stereo unspecified)
 : 102, 2.4, -3
Cc1ccc2nc(COC(=O)c3cccnc3Cl)cc(=O)n2c1
 : 111, 2.1, 5
C[C@@H]1CN([C@H](C)CO)S(=O)(=O)c2ccc(Br)cc2O[C@H]1CN(C)S(C)(=O)=O
 : 105, 4.2, 2
Cc1ccc(S(=O)(=O)NN=C2CCCc3ccccc32)cc1
 : 99, 3.0, 2
CCN(Cc1ccccc1)N=Nc1ccccc1
 : 104, 1.3, 14
CN(CC(=O)NC(=O)NC1CCCCC1)CC(=O)Nc1ccccc1C(F)(F)F
 : 102, 2.2, -10
CC(OC(=O)[C@H](C)N=C1NS(=O)(=O)c2ccccc21)C(=O)Nc1ccc(F)c(F)c1F (stereo partly specified)
 : 99, 4.2, 9
COCOCCn1cc(CN2CCS(=O)(=O)N(Cc3ccc(-c4ccc(Cl)c(Cl)c4)cc3)C(C(C)C)C2=O)nn1 (stereo unspecified)
 : 98, 0.7, -2
Cc1ccc(OC(C)C(=O)Nc2cccc(S(=O)(=O)N3CCCCCC3)c2)cc1 (stereo unspecified)
 : 103, 1.8, -13
COc1ccccc1CN1CCNC(=O)C1CC(=O)NCCCN1CCOCC1 (stereo unspecified)
 : 97, 3.0, 8
CC1=CC(C)(C(Cl)(Cl)Cl)C(C)=CC1=NO (stereo unspecified)
 : 105, -0.1, 14
CCN(CC(=O)Nc1c(F)cccc1F)C(=O)CCCN1C(=O)c2ccccc2C1=O
 : 106, 1.2, 1
Cc1nc(SCC(=O)c2cc(C)n(C3CC3)c2C)c2ccccc2n1
 : 103, -0.2, 5
Cc1ccc(C(=O)OCC(=O)NCc2ccccc2)s1
 : 96, 2.0, 4
CCc1noc(C)c1C(=O)NCCN1C(=O)S/C(=C\c2ccccc2F)C1=O
 : 103, 1.4, -4
O=C(CCN1CCN(Cc2ccccc2)CC1)NNC(=O)c1ccc(Cl)c(Cl)c1
 : 99, 3.4, -2
CC(C)C1C(=O)N(Cc2cn(CC3CCCCC3)nn2)CCS(=O)(=O)N1Cc1ccc(-c2ccc(Cl)nc2)cc1 (stereo unspecified)
 : 106, -0.6, -4

# (list continues)
SMILES,DSG3 Ab inh,phage Ecoli inh,PKA-R1A act
CC(=O)c1c(C)[nH]c(C(=O)OCC(=O)NCc2ccccc2)c1C,98,4.1,-5
COc1ccc(CN2C(=O)C(CC(=O)NCc3cccs3)CC(C(=O)N(C)C)=C2C)cc1 (stereo unspecified),110,-1.0,-3
CCOC(=O)c1c(NC(=S)SC)sc(C(=O)N2CCc3ccccc3C2)c1C,100,3.5,-8
CC(C)c1ccc(S(=O)(=O)NCCCN2CCOCC2)cc1,106,3.1,5
CCCCNC(=O)CN1C(=O)CSc2ccc(S(=O)(=O)N3CCOCC3)cc21,101,3.4,2
COc1ccc(N2CC(C)(C)[C@H](CC(=O)Nc3ccc(Br)cc3)C2=O)cc1,99,3.5,-5
O=c1[nH]cc(Cc2ccccc2)c(=O)[nH]1,109,4.1,9
O=C(N/C(=C/c1cccc(Br)c1)C(=O)N1CCOCC1)c1ccco1,99,1.7,2
O=C1c2ccccc2CCC12OC2c1ccncc1 (stereo unspecified),111,-0.3,-13
O=C(SCc1c(O)c2ccccc2oc1=O)c1ccccc1,103,3.4,-9
CCCCN1C[C@H](CSC)[C@@H](CC(=O)NC)C1=O,102,3.5,2
CC(C)c1nc(SCC(=O)N2CCCCC2)c2c(=O)n(C)c(=O)n(C)c2n1,102,1.0,9
NC(=O)c1ccsc1NC(=O)COC(=O)Cc1ccccc1[N+](=O)[O-],107,5.4,-4
C[C@@H]1CN([C@@H](C)CO)C(=O)CCCn2nncc2CO[C@@H]1CN(C)S(=O)(=O)c1ccc(Cl)cc1,111,2.7,-4
Nc1ccc2c(c1)C1(CCC2)NC(=O)NC1=O (stereo unspecified),105,-1.3,2
CCOc1ccc(NS(=O)(=O)c2cccs2)cc1S(=O)(=O)N1CCCC1,98,2.5,0
Cc1ccc(S(=O)(=O)N(C)C[C@@H]2OCc3cnnn3CCCC(=O)N([C@H](C)CO)C[C@@H]2C)cc1,106,2.6,-7
COCCCNC(=S)N1CCN(c2nc(-c3ccc(Cl)cc3)cs2)CC1,104,-0.3,-11
COc1ccc(OC)c(CN2CCN(C(=O)c3cccc(S(=O)(=O)N(C)c4ccccc4)c3)CC2)c1,106,3.0,-2
Cc1ccc([C@H]2N[C@]3(CCCN(CC4CCCCC4)C3=O)[C@H]3C(=O)N(Cc4ccccc4)C(=O)[C@@H]23)cc1,107,2.9,-11
Cc1ccc(-c2ccc3c(c2)O[C@H](CN(C)Cc2cncnc2)[C@@H](C)CN([C@H](C)CO)S3(=O)=O)cc1,103,3.5,2
Cn1c(CCN2CCCC2)nc2cc(NC(=O)COc3ccc(Cl)cc3)ccc21,113,3.5,1
CC1=C(C(=O)N2CCOCC2)CC(CC(=O)NCc2cccc3ccccc23)C(=O)N1Cc1ccccc1 (stereo unspecified),101,-0.1,6
CCOC(=O)c1c(-c2cc(OC)c(OC)c(OC)c2)csc1N,97,2.0,-11
COc1ccc(S(=O)(=O)N2CCC(C(=O)NCCC(=O)NCc3cccnc3)CC2)cc1,100,1.1,-6
COc1ccncc1-c1ccc(C2=CC(=O)CC(C)(C)C2=O)cc1,101,0.2,-3
Cc1ccc(NC(=O)COC(=O)c2ccc3ncsc3c2)c(C)c1,107,3.6,2
CN(CC(=O)Nc1ccc(Cl)c(C(F)(F)F)c1)C(=O)COc1cccc2cccnc12,101,1.3,12
COc1ccc(NC(=O)C[C@@H]2C(=O)N(Cc3ccccc3)CC2(C)C)cc1,101,5.1,-6
NC(=O)c1ccc(NC(=O)COC(=O)C23CC4CC(CC(C4)C2)C3)cc1,96,0.2,1
COc1ccc(OC)c(NC(=O)C2CCCN2S(=O)(=O)c2ccc3c(c2)CC(C)N3C(C)=O)c1 (stereo unspecified),106,2.1,1
CCCc1c(C(=O)N/N=C/C2CC=CCC2)nnn1-c1nonc1N (stereo unspecified),100,0.6,-1
CCN(C(=O)c1cc(OC)c(OC)c(OC)c1)C1CCCCC1,102,1.3,-1
CCOc1ccc(CCNC(=O)COC(=O)c2ccc(C)c(S(=O)(=O)N3CCOCC3)c2)cc1OCC,98,-0.2,-10
Cc1ccc(S(=O)(=O)N2Cc3ccccc3CC2C(=O)N(C)C)cc1 (stereo unspecified),99,-1.7,-3
COc1ccc(CC(=O)N(CCC2=CCCCC2)c2c(N)n(Cc3ccccc3)c(=O)[nH]c2=O)cc1,102,0.6,-5
CC(=O)N1CC2(CC(c3ccc(Cl)cc3Cl)=NO2)CN1c1cccc(Cl)c1 (stereo unspecified),101,3.2,-1
CC(=O)Oc1ccc2c(c1)C(=O)CCCCCC(=O)O2,106,3.6,-7
CCC[C@H]1CN(c2ccccc2)C(=O)[C@@H]1CC(=O)Nc1ccc(OC)cc1,111,1.0,-7
CCN(CC)C(=O)C1=C(C)N(Cc2ccc(F)cc2)C(=O)C(CC(=O)NC2CCCC2)C1 (stereo unspecified),109,-0.2,12
O=C(COc1ccc([N+](=O)[O-])cc1)NNC(=O)C1COc2ccccc2O1 (stereo unspecified),103,1.7,11
CCOC(=O)c1c(-c2cc(OC)c(OC)c(OC)c2)csc1NC(=O)c1ccccc1,99,1.8,1
O=[N+]([O-])c1ccc(C(S(=O)(=O)Cc2ccccc2)S(=O)(=O)Cc2ccccc2)cc1,100,0.6,4
O=C(COC(=O)c1cnc(Cl)c(Cl)c1)NC1CCCC1,103,1.9,-3
CC(C)(C)NC(=O)C(c1ccc(O)cc1)N(Cc1ccc2c(c1)OCO2)C(=O)CCl (stereo unspecified),97,-1.1,-3
CCN(CC(=O)Nc1ccc2c(c1)OCCO2)C(=O)COc1ccc(C(C)=O)cc1,102,2.2,0
CCN(CC)C(=O)C1=C(C)N(Cc2ccc(C(C)(C)C)cc2)C(=O)C(CC(=O)NC(c2ccccc2)c2ccccc2)C1 (stereo unspecified),106,-0.2,-13
CC(C)c1cc(C(=O)OCC(=O)NC2CCS(=O)(=O)C2)c(O)c(C(C)C)c1 (stereo unspecified),103,5.2,8
C[C@H](CO)N1C[C@H](C)[C@@H](CN(C)S(=O)(=O)c2cccc(F)c2)OCc2cnnn2CCCC1=O,112,0.4,-10
COCOCCn1cc(CN2CCS(=O)(=O)N(Cc3ccc(-c4ccc(OC)cc4)cc3)C(CC(C)C)C2=O)nn1 (stereo unspecified),103,1.2,-3
O=C(Nc1ccc([N+](=O)[O-])cc1)C(c1ccccc1)c1ccccc1,102,1.8,8
O=C(CSc1ccc2nnc(-c3cccnc3)n2n1)Nc1ccccc1F,99,-1.1,-7
CS(=O)(=O)N(CC(=O)N1CCCC1)C1CCCCC1,99,3.1,0

# High-throughput results (PubChem)
